TRPM1 prom inh: MITF TRPM1 promoter inhibition in SK-MEL-5 cells. SK-MEL-5 TRPM1 promoter luciferase, 24 h. inhibition, % at 12.5 µM. 330,000 tested, 0.83% active;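 active means mean inhibition across replicates of 60% or more, whatever share of single replicates reaches that level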; further: values of inactives mirror those of a sister screen read the other way
NR2E3 ag-1: NR2E3 (human) agonism. GST-NR2E3/biotin-RetCOR TR-FRET, 1536-well. 320,000 tested, 0.12% active. inhibition of corepressor binding, % at 4.78 µM. AID 2300. Q9Y5X4;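 active means percent inhibition above the cutoff of mean plus 3 SD of all tested compounds, set per screening campaign, cut at about 20% in these data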;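 further: 0% = DMSO wells and 100% = biotin wells as full block of FRET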
Target sequence (Q9Y5X4 whole entry, looked up): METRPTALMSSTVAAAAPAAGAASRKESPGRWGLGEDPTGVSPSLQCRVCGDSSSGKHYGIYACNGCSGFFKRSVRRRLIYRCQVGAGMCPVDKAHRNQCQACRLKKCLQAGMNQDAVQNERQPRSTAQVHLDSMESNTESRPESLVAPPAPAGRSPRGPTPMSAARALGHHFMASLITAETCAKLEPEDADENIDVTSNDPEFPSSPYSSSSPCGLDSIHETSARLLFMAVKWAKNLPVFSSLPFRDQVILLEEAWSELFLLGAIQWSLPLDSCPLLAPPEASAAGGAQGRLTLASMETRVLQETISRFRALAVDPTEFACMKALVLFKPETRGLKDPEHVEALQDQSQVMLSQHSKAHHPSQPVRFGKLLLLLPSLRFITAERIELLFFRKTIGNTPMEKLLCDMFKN
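Assay system: NR2E3–RetCOR corepressor complex. Quantity: 1.35 nM GST-NR2E3. Buffer or medium: pH 7.5 Tris-based buffer. Reagent: biotinylated RetCOR corepressor at 7 nM final. Schedule: 5 h at 4 °C. Detection: TR-FRET, emission read at 617 and 671 nm. Replicates: one well per compound, singlicate testing.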
Peg3 prom inh: reduces Peg3 promoter-driven luciferase expression in HeLa | HeLa PEG-Prom luciferase reporter, luminescence, overnight | inhibition, % at 20 µM | 360,000 tested, 1.7% active | AID 588405;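 active means inhibition of at least 50% at 20 µM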
NR2E3 ag-2: human photoreceptor-specific nuclear receptor agonism | 360,000 tested, 0.35% active | AID 602229 | Q9Y5X4 | CHO-S Gal4-NCOR/VP16-NR2E3 two-hybrid, luciferase | inhibition of corepressor binding, % at 3.98 µM;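 active means inhibition above the mean of all tested compounds plus 3 SD, cut at about 70% in these data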;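 further: 0% = DMSO with NR2E3 transfected cells and 100% = cells lacking NR2E3 construct; higher means lower luciferase signal from less NR2E3 corepressor binding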
iPSC survival up: hiPSC single-cell survival enhancement. ATPlite luminescence; 100% = ROCK inhibitor wells, 0% = DMSO. survival enhancement, % at 20 µM. 360,000 tested, 0.044% active; in the data active means survival enhancement above about 18%;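 further: cells exposed to compounds for 16 hours before the ATP read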
Shn3 3UTR inh: inhibitors of Schnurri-3 3'UTR reporter in osteoblasts | Clone20 osteoblast Shn3 3'UTR firefly luciferase, 24 h | inhibition, % at 12.5 µM | 360,000 tested, 0.52% active;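 active means mean inhibition of at least 75% with every replicate also reaching 75%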;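 further: 0% = median of neutral control wells and 100% = pilot-screen positive control compound; some compounds past the cut are filed as inactive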
m5-HT2A agonist: mouse HTR2A agonism via beta-arrestin recruitment. P35363. CHO-K1 mHTR2A beta-arrestin complementation, luminescence; percent of 30 µM serotonin response. activation, % at 7.6 µM. 360,000 tested, 0.66% active;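 active means activation above a run cutoff, the mean activation of all tested compounds plus 3 SD, cut at about 14% in these data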;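 further: 0% = plate median of compound wells and 100% = 30 µM serotonin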
Cardio protect: protects H9c2 cardiomyocytes from peroxide injury. AID 588492. H2O2 injury protection, ATPLite, 2 h. protection from H2O2 cell death, % at 20 µM. 360,000 tested, 0.63% active;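 active means compounds giving at least 50% protection of heart cells from peroxide-induced death in the single-dose screen, raw or plate-pattern-corrected value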;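 further: 0% = DMSO wells with peroxide and 100% = DMSO wells without peroxide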
CaV13 FRET inh: Disruptors of the CACNA1D IQ motif to Ca2+-dependent inactivation inhibitor domain association, primary screening, Förster resonance energy transfer in intact living …. inhibition, % at 12.3 µM. 340,000 tested, 0.098% active. HEK cells, CFP/YFP FRET ICDI-IQ, plate reader, 10 min; percent FRET-ratio fall versus neutral wells;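 active means mean replicate inhibition of at least 30% and at least 1% of replicates passing that level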;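 further: 0% = median of the neutral control wells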
PDI inh: blocks human protein disulfide isomerase activity | P07237 | PDI insulin aggregation turbidity, A650, 90 min | inhibition, % at 10 µM | 350,000 tested, 0.052% active;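 active means mean inhibition across replicates of 30% or more, whatever share of single replicates reach that level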;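 further: absorbance from insulin aggregation driven by PDI reduction with DTT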
Target sequence (P07237 whole entry, looked up): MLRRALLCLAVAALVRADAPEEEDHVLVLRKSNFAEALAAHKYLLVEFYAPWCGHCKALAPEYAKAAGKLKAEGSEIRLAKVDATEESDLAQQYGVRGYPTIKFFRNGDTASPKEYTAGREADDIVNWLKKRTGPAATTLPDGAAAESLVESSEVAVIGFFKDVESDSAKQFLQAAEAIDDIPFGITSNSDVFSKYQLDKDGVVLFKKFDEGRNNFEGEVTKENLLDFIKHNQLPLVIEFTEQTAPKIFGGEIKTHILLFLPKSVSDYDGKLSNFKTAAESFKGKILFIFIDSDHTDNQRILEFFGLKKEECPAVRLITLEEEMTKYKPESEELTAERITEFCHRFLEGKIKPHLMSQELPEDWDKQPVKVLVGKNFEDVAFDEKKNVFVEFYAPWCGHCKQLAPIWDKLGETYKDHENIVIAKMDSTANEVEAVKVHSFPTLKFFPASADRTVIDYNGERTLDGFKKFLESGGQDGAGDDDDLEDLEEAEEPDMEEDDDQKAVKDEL
HIF-2a inh: blocks HIF-2a reporter activity; 786-0 RCC cells HIF-2a reporter, luciferase luminescence, overnight; inhibition, % at 18.8 µM; 360,000 tested, 0.72% active;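 active means inhibition of the luminescence signal of 40% or more relative to plate controls, in a single-dose primary screen at 18.75 µM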
* marks the source's active call; other numbers are inactive results; . = no result given.

SMILES	TRPM1 prom inh	NR2E3 ag-1	Peg3 prom inh	NR2E3 ag-2	iPSC survival up	Shn3 3UTR inh	m5-HT2A agonist	Cardio protect	CaV13 FRET inh	PDI inh	HIF-2a inh
C[C@@H]1CN([C@@H](C)CO)C(=O)CCCn2cc(nn2)CO[C@H]1CN(C)S(=O)(=O)c1ccccc1F	.	.	-6	-2	-1.5	-6	2	-6	-2	-7	8
CCCCN(CCCC)c1nc2ccccc2nc1C(C#N)C(=O)NCCCOC (stereo unspecified)	6	3	23	-9	-2.7	8	4	9	.	7	21
CCOC(=O)C1CCN(S(=O)(=O)c2ccc(-c3ccc(=O)[nH]n3)o2)CC1	2	1	0	-31	0.3	-18	7	-7	-7	19	15
COc1cnc(SCc2ccc(Cl)c(Cl)c2)nc1Cl	-1	1	-20	-3	-1.4	25	1	-6	-8	4	-38
CCCCCOC(=O)c1cc(=O)[nH]c2ccccc12	11	1	-46	-53	2.9	-9	0	-12	-1	-16	-90
COc1cccc(-c2nc(-c3ccc4c(c3)-c3ccccc3S4(=O)=O)c(-c3ccccc3)[nH]2)c1OC	19	2	-1	-22	1.0	8	5	1	-6	3	1
COC(=O)C1(C)COP(=O)(NC23CC4CC(CC(C4)C2)C3)OC1 (stereo unspecified)	-3	.	6	-19	1.8	4	0	-1	-9	6	5
COc1ccc(OC)c(/C=N/NC(=O)c2cnccn2)c1	3	2	19	12	-0.5	-1	1	2	-2	12	17
N#CC(C#N)=C(N)Nc1cccc(Cl)c1	-3	3	-20	-12	-0.7	5	13	5	-4	-2	9
Cc1ccc(-c2csc(Nc3ccc(S(N)(=O)=O)cc3)n2)o1	-21	1	-22	-2	-1.8	1	-2	-4	-4	12	-4
CCOc1ccc(C(=O)Nc2nnc(C3=COCCO3)o2)cc1	-7	0	0	-22	-0.4	0	2	7	-5	-1	5
CCOC(=O)/C=C/C(=O)Nc1ccc(S(=O)(=O)Nc2nccs2)cc1	3	1	-1	-3	-0.4	-12	2	6	-4	14	-5
CCN(C[C@H]1N[C@@](CC)(C(=O)OC)[C@H]2C(=O)N(C)C(=O)[C@@H]12)C(=O)Nc1ccc(C(F)(F)F)cc1	-3	.	11	-19	0.6	0	-2	2	-4	-11	13
O=C(/C=C/c1ccccc1)NNC(=O)C1CC1	4	-4	-1	-10	-2.3	6	1	3	-7	9	-1
CC(NC(=O)c1ccccc1)c1nnc(SCC(=O)NC2=NCCS2)n1C (stereo unspecified)	-5	1	5	-15	-0.2	-5	8	6	-2	8	7
Cc1oc(-c2ccc(-c3ccccc3)cc2)nc1CN(C)C1CCOC1 (stereo unspecified)	-50	-1	-246	-152	-0.8	-69	-7	-10	-4	-8	-159
COCCCn1c(SCC(=O)NC(C)(C)C)nnc1-c1ccccc1	13	7	20	18	-1.9	20	1	8	-3	7	-2
COCCNC(=O)Cc1c(C)c2c(cc(C)c3c(C)coc32)oc1=O	-1	-4	-14	-24	0.4	-2	-1	4	-4	-7	-17
COc1ccc(S(=O)(=O)NC2CCCC2)cc1C(N)=O	4	.	-11	-12	0.3	3	7	2	-6	2	12
CC(C)CC(=O)OCc1cn(-c2ccccc2)nn1	-32	-2	-82	-23	-1.2	-3	4	-3	-7	5	-29
CCOc1ccc(NC(=O)CC2C(=O)N(C)C(=S)N2CCCc2ccccc2)cc1 (stereo unspecified)	-2	0	4	-23	0.7	22	1	-8	-5	-2	16
N#Cc1c(-c2ccc(Br)cc2)cc(-c2cccnc2)nc1N	-3	-54	21	-1	-0.8	5	-4	12	-4	-2	3
C=CCN1C(=O)CSC1=Nc1ccc(C(=O)O)cc1	18	5	3	-2	-0.6	4	9	5	-2	4	12
CN(c1ccccc1)c1nc(N)c([N+](=O)[O-])c(NCc2ccccc2)n1	-1	0	9	-62	-0.2	13	-3	-5	-5	-3	6

Sorted by formula weight (rising): ten of the compounds above
SMILES	TRPM1 prom inh	NR2E3 ag-1	Peg3 prom inh	NR2E3 ag-2	iPSC survival up	Shn3 3UTR inh	m5-HT2A agonist	Cardio protect	CaV13 FRET inh	PDI inh	HIF-2a inh
O=C(/C=C/c1ccccc1)NNC(=O)C1CC1	4	-4	-1	-10	-2.3	6	1	3	-7	9	-1
CC(C)CC(=O)OCc1cn(-c2ccccc2)nn1	-32	-2	-82	-23	-1.2	-3	4	-3	-7	5	-29
COc1ccc(S(=O)(=O)NC2CCCC2)cc1C(N)=O	4	.	-11	-12	0.3	3	7	2	-6	2	12
Cc1oc(-c2ccc(-c3ccccc3)cc2)nc1CN(C)C1CCOC1 (stereo unspecified)	-50	-1	-246	-152	-0.8	-69	-7	-10	-4	-8	-159
CN(c1ccccc1)c1nc(N)c([N+](=O)[O-])c(NCc2ccccc2)n1	-1	0	9	-62	-0.2	13	-3	-5	-5	-3	6
N#Cc1c(-c2ccc(Br)cc2)cc(-c2cccnc2)nc1N	-3	-54	21	-1	-0.8	5	-4	12	-4	-2	3
COCCCn1c(SCC(=O)NC(C)(C)C)nnc1-c1ccccc1	13	7	20	18	-1.9	20	1	8	-3	7	-2
CCOC(=O)/C=C/C(=O)Nc1ccc(S(=O)(=O)Nc2nccs2)cc1	3	1	-1	-3	-0.4	-12	2	6	-4	14	-5
CC(NC(=O)c1ccccc1)c1nnc(SCC(=O)NC2=NCCS2)n1C (stereo unspecified)	-5	1	5	-15	-0.2	-5	8	6	-2	8	7
CCOc1ccc(NC(=O)CC2C(=O)N(C)C(=S)N2CCCc2ccccc2)cc1 (stereo unspecified)	-2	0	4	-23	0.7	22	1	-8	-5	-2	16

Next results:
SMILES	TRPM1 prom inh	NR2E3 ag-1	Peg3 prom inh	NR2E3 ag-2	iPSC survival up	Shn3 3UTR inh	m5-HT2A agonist	Cardio protect	CaV13 FRET inh	PDI inh	HIF-2a inh
O=c1oc2cc(OCc3ccc([N+](=O)[O-])cc3)ccc2c2c1CCCC2	-45	2	-41	-8	-4.4	-5	2	-3	-4	-11	-72
Cc1ccc(S(=O)(=O)N2CCOCC2)cc1C(=O)N1CCN(c2ncccn2)CC1	-2	.	-17	22	-0.4	-4	8	0	-7	3	0
Cc1cccc(C(=O)Oc2coc(CSc3nnc(NC(=O)C4CC4)s3)cc2=O)c1	-9	0	1	0	-1.0	-8	4	5	-2	5	1
CC(=O)Nc1ccc2c(c1)nc(C)n2Cc1ccccc1	7	1	4	-11	-0.1	-5	0	-3	0	-4	15
CC(=O)c1cnc(N2CCCCC2)nc1C	-10	7	-18	-3	0.1	5	-1	-2	-7	-1	12
CCCC(O)(c1ccccc1)C(c1ccccc1)c1ccccn1 (stereo unspecified)	4	.	7	6	-1.8	7	2	3	-5	13	3
Nc1c(S(=O)(=O)c2cccs2)c2nc3ccccc3nc2n1/N=C/c1cccc(O)c1	21	-1	92*	-9	-2.0	79	-1	-4	-5	-11	40*
Cc1ccnc(NC(=O)CCC(=O)N(CC(=O)NC2CCCCC2)c2cccc(C)c2C)c1	2	3	9	-9	1.6	-2	2	4	-2	-5	10
CCCCNC(=O)c1onc(CSc2cccc3ccccc23)c1C(=O)O	-7	3	10	18	4.0	4	0	-15	-8	11	-1
COC1C=CC=C(C)C(=O)NC2=CC(=O)C(N)=C(CC(C)CC(OC)C(O)C(C)C=C(C)C1OC(N)=O)C2=O (stereo unspecified)	65*	.	64*	91*	-3.5	87*	3	5	-14	9	-45
Cc1ccc(Nc2nc(-c3cccnc3)nc3ccccc23)cc1	8	-1	44	-2	-0.7	19	-6	21	0	0	-17
Cc1cc(N2CCOCC2)nc2ccc(NC(=S)NC(C)C)cc12	5	-5	-45	-34	0.2	-9	-4	7	-18	-8	-106
Cc1ccc(NC(=O)c2cc(-c3cc(Cl)ccc3O)n[nH]2)cc1C	-3	.	-9	-6	0.1	0	4	1	-6	-7	-53
COc1ccc(S(=O)(=O)NCCC(=O)Nc2ccc(C)cc2)cc1	2	1	2	-22	0.2	1	-7	-2	-6	2	10
CN(C)CCCN(C(=O)c1ccc([N+](=O)[O-])o1)c1nc2cc3c(cc2s1)OCO3	41	2	15	-7	-0.1	-17	1	-4	-5	-4	-14
O=C(O)CCC(=O)Nc1ccc(Br)cc1C(=O)c1ccccc1	21	0	6	-15	-0.4	-14	4	3	-1	-5	17
COc1ccc(Cl)cc1NC(=O)COc1ccc2c(c1)OCO2	.	4	-6	11	1.4	-16	4	0	-6	-3	6
CN[C@H](C)C(=O)NC[C@H]1O[C@@H](n2cnc3c(N)ncnc32)[C@H](O)[C@@H]1O	9	.	-7	-29	1.8	-9	-1	3	.	3	2
CCOc1ccc(C(=O)N/N=C/c2ccccc2[N+](=O)[O-])cc1	-73	0	-215	-71	-2.8	-74	-4	-13	-5	-9	-215
COC(=O)Cc1ccc(NC(=O)c2ccccc2Br)cc1	-16	1	-51	-21	0.3	-5	-1	-6	-2	11	-43
O=C(NC(=S)Nc1ccc(CN2CCCCC2)cc1)c1cccc(OCc2ccccc2)c1	6	0	18	-12	-0.4	13	-15	-14	-4	4	-14
O=S(=O)(NCc1ccncc1)c1ccccc1	6	5	-2	16	2.5	62	10	-15	-3	-1	4
CCOC(=O)c1c(N)n(-c2ccc(N)cc2)c2nc3ccccc3nc12	-3	-1	17	11	1.3	-4	0	14	-6	5	15
CCOC(=O)C1=C(C)N(c2ccc(OC)cc2)C(=O)/C1=C\c1cccs1	7	1	-3	-10	1.9	19	-2	-4	9	-4	10
COc1ccc(C(=O)NC(Cc2ccccc2)c2ccc3c(c2)OCCCO3)cc1 (stereo unspecified)	-30	0	-45	-21	2.5	-20	-5	10	-7	-3	-67
OC(c1ccc(Cl)cc1)C(O)c1nc2ccccc2[nH]1 (stereo unspecified)	-12	1	-8	-16	-0.4	-5	-4	6	-6	-4	-5
COCCN(C(=O)c1ccc2c(c1)S(=O)(=O)N=C1CCCCCN12)c1c(N)n(CC(C)C)c(=O)[nH]c1=O	4	.	16	-13	-0.3	-16	-4	-1	-5	-2	5
Cc1ccc2c(c1)[nH]c1c(=O)n(CCN3CCCCC3)cnc12	6	1	-30	-11	-5.0	-14	-3	19	-4	-14	-57
Cn1c(=O)c2c(ncn2CC(=O)N2CCOCC2)n(C)c1=O	17	1	8	5	2.6	-13	-3	6	.	2	12

From PubChem BioAssay
